# Screening results: PubChem BioAssay, several laboratories
# NR5A2 inv ag: suppresses constitutive activity of human LRH-1; O00482; HEK293T StAR-luciferase reporter, LRH-1 transfected, 24 h; inhibition, % at 3.6 µM; hit rate 0.13% among 360,000;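 active = inhibition above the mean inhibition of all tested compounds plus 3 SD, cut at about 73% in these data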;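 note: 0% = DMSO wells and 100% = reporter-only cells lacking LRH-1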
# TROY signal inh: inhibitors of TROY-dependent NF-kB signaling; AID 1347056; inhibition, % at 10 µM; Q293 LMP1-TROYcd NF-kB luciferase reporter, 4 h; hit rate 0.98% among 360,000;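 active = compounds whose plate-normalised and pattern-corrected inhibition of the luciferase reporter signal at the single screening dose is 50% or more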
# LMP1 NFkB inh: inhibitors of Epstein-Barr LMP1-induced NF-kappaB reporter. hit rate 0.69% among 350,000. inhibition, % at 12.5 µM. LMP1-induced NF-kappaB luciferase reporter cells, luminescence; in the data active = inhibition above about 41%;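 note: 0% = neutral control wells and 100% = reference inhibitor control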
# NOD2-RIPK2 inh: inhibitors of human NOD2-RIPK2 interaction | O43353 | CHO BLA complementation NOD2-RIPK2, CCF4 ratio | inhibition, % at 4.98 µM | hit rate 0.38% among 360,000 | AID 624267; in the data active = inhibition above about 21%;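 note: 0% = vehicle only and 100% = reference blocker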
# Target sequence (O43353 whole entry, looked up): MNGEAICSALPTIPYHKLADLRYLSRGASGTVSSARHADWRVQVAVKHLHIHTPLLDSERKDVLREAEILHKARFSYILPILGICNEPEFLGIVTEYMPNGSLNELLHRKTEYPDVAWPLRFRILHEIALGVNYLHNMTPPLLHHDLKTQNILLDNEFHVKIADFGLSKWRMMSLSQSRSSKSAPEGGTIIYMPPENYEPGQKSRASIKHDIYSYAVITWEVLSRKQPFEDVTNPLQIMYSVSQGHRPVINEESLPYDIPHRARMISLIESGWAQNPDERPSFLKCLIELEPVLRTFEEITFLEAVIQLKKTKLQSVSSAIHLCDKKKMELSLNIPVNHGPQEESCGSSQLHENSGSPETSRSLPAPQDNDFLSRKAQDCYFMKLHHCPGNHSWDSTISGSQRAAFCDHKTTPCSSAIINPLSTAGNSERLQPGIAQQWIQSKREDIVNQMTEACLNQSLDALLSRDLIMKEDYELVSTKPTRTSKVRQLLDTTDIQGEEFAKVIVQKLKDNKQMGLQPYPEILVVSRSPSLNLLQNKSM
# TRAIL sens C8: sensitizes caspase-8 expressing cells to TRAIL. NB7+C8 cells + TRAIL, ATPlite viability luminescence. inhibition (viability loss, TRAIL sensitization), % at 10 µM. hit rate 1% among 360,000. AID 624354;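 active = compounds causing at least 50% loss of cell viability in the single-dose screen, relative to plate controls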
# Vif imaging: blocks HIV Vif function. HEK293T cells, Vif self-association by quenched fluorescence, imaging, 24 h. inhibition, % at 7.49 µM. hit rate 0.35% among 340,000. AID 602346; in the data active = inhibition above about 50%, passing the limit was not always enough; note: some results filed as inactive read as strong as hits
# SRC1 inh: inhibitors of human steroid receptor coactivator 1 (SRC1); hit rate 0.12% among 360,000; AID 588354; HEK293 GAL4-SRC1 luciferase reporter, luminescence; inhibition, % at 3.6 µM; Q15788;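 active = inhibition above the campaign mean plus 3 SD, with each screening campaign given its own cutoff, cut at about 60% in these data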;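 note: 0% = DMSO treated cells and 100% = gossypol at 36 µM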
# TLR9-MyD88 block: blocks human TLR9 binding to MyD88; CHO BLA complementation TLR9-MyD88, CCF4 FRET ratio; inhibition, % at 4.98 µM; hit rate 0.21% among 340,000; AID 504734;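 active = inhibition above the mean over all tested compounds plus 3 SD, cut at about 21% in these data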;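 note: 0% = DMSO only wells and 100% = clavulanate BLA inhibitor control wells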
# NCOA2 inhibitor: human SRC2 (NCOA2) inhibition | Q15596 | HEK293 GAL4-SRC2 luciferase reporter, luminescence | inhibition, % at 9 µM | hit rate 0.17% among 370,000;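 active = inhibition above the mean inhibition of all tested compounds plus 3 SD, set per campaign, cut at about 52% in these data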;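 note: 0% = DMSO treated cells and 100% = cells given Gossypol at 36 µM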
# NCOA3 inh: inhibits human SRC3 coactivator | Q9Y6Q9 | HEK293 GAL4-SRC3 luciferase reporter, luminescence | inhibition, % at 3.6 µM | hit rate 0.17% among 360,000;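 active = inhibition above a per-campaign cutoff, the mean of all compounds plus 3 SD, cut at about 60% in these data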;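 note: 0% = DMSO-treated cells and 100% = gossypol-treated cells at 36 µM; higher means less SRC3-driven luciferase light from the GAL4 reporter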
# COUP-TFII inh: NR2F2 (human) inhibition, primary screen; inhibition, % at 8.6 µM; P24468; hit rate 0.7% among 370,000; HEK293T NGFI-A luciferase reporter, luminescence; AID 686940;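 active = inhibition above a per-plate cutoff, mean inhibition of test wells between control levels plus 3 SD, cut at about 38% in these data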;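 note: cells cotransfected with COUP-TFII expression vector driving the NGFI-A reporter; 0% = median of COUP-TF2 test wells and 100% = reporter-only cells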
# Target sequence (P24468 whole entry, looked up): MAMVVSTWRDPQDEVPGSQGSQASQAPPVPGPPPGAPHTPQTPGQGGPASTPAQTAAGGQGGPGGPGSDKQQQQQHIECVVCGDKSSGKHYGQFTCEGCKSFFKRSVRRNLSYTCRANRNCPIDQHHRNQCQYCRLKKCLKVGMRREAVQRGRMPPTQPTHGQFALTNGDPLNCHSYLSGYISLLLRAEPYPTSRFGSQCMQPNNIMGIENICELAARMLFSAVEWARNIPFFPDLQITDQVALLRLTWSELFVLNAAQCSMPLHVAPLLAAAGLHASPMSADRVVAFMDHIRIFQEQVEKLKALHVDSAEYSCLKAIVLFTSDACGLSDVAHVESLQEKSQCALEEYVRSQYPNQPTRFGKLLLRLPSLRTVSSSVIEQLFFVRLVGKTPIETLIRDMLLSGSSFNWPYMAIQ
# Starred values were filed as active, the others as inactive; . = not tested or not shown. Some of the compounds tested; the hit share may differ from the screen's.
SMILES,NR5A2 inv ag,TROY signal inh,LMP1 NFkB inh,NOD2-RIPK2 inh,TRAIL sens C8,Vif imaging,SRC1 inh,TLR9-MyD88 block,NCOA2 inhibitor,NCOA3 inh,COUP-TFII inh
O=C(CCSc1nnc2scc(-c3ccccc3)n12)Nc1nc(-c2ccccc2)ns1,-5,6,5,5,8,-8,1,-1,8,6,5
CC(=O)c1cc2c(cc1NC(=O)CN1CCCCCC1)OCO2,-4,-5,-11,-13,-7,-2,0,-2,-6,6,-4
Cc1ccc(S(=O)(=O)N2CCCCC2)cc1NC(=O)COC(=O)c1cccc(O)c1,-5,7,2,2,-7,-1,-5,4,-3,-5,-3
Cc1ccc(N/C=C2\CCCCC2=O)c(C)c1,6,-22,4,7,2,-9,4,-9,-11,-4,-4
CCCOc1ccc(F)cc1-c1cc(C(=O)Nc2ccc(OC)cc2OC)[nH]n1,1,-6,.,-19,4,0,-2,.,7,-1,-20
Cn1cc(CNC(=O)C2CCC(=O)N(Cc3cccc(C(F)(F)F)c3)C2)cn1 (centres undefined),-1,5,-8,12,-2,2,-5,-3,-11,-2,-2
CCCCc1cc(=O)oc2cc(OCC(=O)Nc3ccccn3)ccc12,-74,-3,-28,5,24,16,-161,-3,-54,-90,-47
Cc1c(NC(=O)c2ccc(C(=O)Nc3c(C)n(C)n(-c4ccccc4)c3=O)cc2)c(=O)n(-c2ccccc2)n1C,11,-23,14,-14,-9,-8,-23,-1,6,-4,3
Cn1nc(-c2ccccc2)c(CSc2ccccc2)c1Cl,4,1,-17,-10,-6,.,-12,-1,-8,-25,1
COc1ccc(CNC(=O)C2CC(=O)N(C3CCCC3)C2)cc1 (centres undefined),9,6,-2,9,-4,-7,0,-11,19,8,-4
Clc1ccc(Cc2nn3c(Cn4nnc5ccccc54)nnc3s2)cc1,2,-4,-4,2,-4,-18,-31,5,-8,11,13
O=C(CN(C(=O)CNC(=O)c1ccco1)c1cccc(F)c1)NC1CCCCC1,13,6,-4,-7,-4,16,-5,12,1,2,-1
Cc1cc(C(=O)NP(=O)(N2CCOCC2)N2CCOCC2)c(C)n1-c1ccc(Br)cc1,-6,-3,15,-2,1,0,-5,3,-6,2,4
O=C(CC1C(=O)NCCN1Cc1ccc(Cl)c(F)c1)NCC1CCOCC1 (centres undefined),-1,10,3,0,-2,-9,-10,3,-3,0,5
CC(C)CCNC(=O)CCC(=O)NNc1nc2ccccc2c2nc(-c3ccccc3)nn12,7,-11,-4,1,3,4,14,5,-9,-7,3
NNC(=O)Nc1cccc(C(F)(F)F)c1,10,2,4,5,-3,7,7,7,4,31,-1
CC(=O)Oc1ccc(Nc2ccccc2)cc1,17,6,2,-2,-8,-1,-8,-4,5,-7,-14
Cc1cc(Cl)ccc1N(CC(=O)N=Nc1c(O)[nH]c2ccccc12)S(C)(=O)=O,-14,-11,5,9,-2,8,-26,13,-2,4,4
Clc1ccc(/C=C/c2nc3ccccc3[nH]2)c(Cl)c1,-127,48,10,5,87*,-9,-90,7,6,-116,-1
COc1ccc(/C(C)=N/NC(=O)C(NC(=O)c2ccccc2)c2n[nH]c(=O)c3ccccc23)c(OC)c1 (centres undefined),6,11,2,-3,-4,15,-18,6,11,9,12
Cc1ccc(CN(C)C(=O)c2cccc(S(=O)(=O)N3CCCC3)c2)cc1,4,-21,4,-18,6,6,0,6,15,-1,-3
COc1cc(N)c(Cl)cc1C(=O)OCC(=O)NCc1cccs1,-8,7,-7,5,-6,3,2,-4,-5,-14,-7
O=C(NNc1nc(-c2ccc(F)cc2)cs1)c1ccccc1,0,-30,30,-6,15,0,8,5,-10,14,6
Fc1ccc(CSc2ncnc3nc[nH]c23)cc1,-25,-3,-3,6,26,0,-5,-8,-7,0,-18
CCc1nc(SCC(=O)Nc2nnc(CC(C)C)s2)n[nH]1,10,3,-8,1,2,12,4,3,-2,-2,-1
COc1ccccc1NS(=O)(=O)c1cc(NC(=O)CNC(=O)c2ccc(C)s2)ccc1Cl,-10,-12,9,-2,3,-4,-26,7,-39,12,-8
O=C(NN1C(=O)NC2(CCCCC2)C1=O)c1cc(F)cc(F)c1,7,5,0,0,5,3,-25,-9,-6,3,-15
CCOC(=O)C1CCN(CC(=O)Nc2c(C(=O)OC)[nH]c3ccc(Cl)cc23)CC1,21,48,17,-2,27,-20,2,7,11,22,41*
CC1(C(=O)NCc2ccccc2)CN(S(C)(=O)=O)CC(=O)N1CC(F)(F)F (centres undefined),25,.,.,-9,-7,.,.,.,-12,.,-22
CN(C)S(=O)(=O)c1cccc(C(=O)NCCCn2ccnc2)c1,3,19,5,-9,4,-11,-35,2,-6,6,-1
COc1cc(OC)cc(C(=O)N[C@H](C(=O)Nc2ccc(S(=O)(=O)N(C)C)cc2)C(C)C)c1,15,-7,1,-11,-1,0,0,-3,-7,1,9
CCc1ccc(N2CC34C=CC(O3)C(C(=O)OC)C4C2=O)cc1 (centres undefined),-12,-4,-10,1,-12,2,2,-8,-26,-9,-14
Cc1nnc(SCCn2c(N3CCN(Cc4ccccc4)CC3)nc3c2c(=O)[nH]c(=O)n3C)s1,1,-2,1,-9,-11,3,-1,-10,-2,-7,-10
OCCNc1nc(N2CCCC2)nc(N2CCCC2)n1,9,-6,5,0,-3,.,14,-5,-7,1,-3
Cn1nc(-c2ccc(OCC(=O)NCC3CCCO3)cc2)c2ccccc2c1=O (centres undefined),26,.,14,-12,8,-10,9,6,8,11,9
COc1cccc(NC(=O)CN(C)C(=O)/C=C/c2cn(-c3ccccc3)nc2-c2cccs2)c1,14,12,9,9,17,-2,-5,1,-1,5,-1
COc1ccc(C2N(Cc3ccccc3)CC(=O)N2/N=C(\C)c2ccccc2)cc1 (centres undefined),11,-25,-10,-3,4,0,-3,-8,7,-8,-24
CCOc1ccc(OCC)c(S(=O)(=O)NCc2ccccn2)c1,1,-26,3,5,-14,-9,-14,9,-5,7,-1
COCCCNC(=O)C[C@@H]1C[C@@]2(C(=O)OC)CC(C)(C)CC=C2N(Cc2ccc3c(c2)OCO3)C1=O,-9,.,.,5,12,.,.,.,14,.,0
CCN(CC)S(=O)(=O)c1cccc(C(=O)N[C@H](C(=O)NCc2ccc(Cl)cc2)C(C)C)c1,25,10,2,-4,-10,-7,7,-17,-5,5,14
CN(C)CCNc1ncnc2c1sc1nc(N3CCCC3)c3c(c12)CC(C)(C)OC3,-6,-18,-11,-4,-9,-2,8,-1,-22,5,-11
Cc1noc(C(=O)Nc2cccnc2)c1Cl,-6,-9,3,6,-9,2,-34,-1,-3,-4,10
CCC(C)NC(=O)CSc1nnc(-c2ccc(C(C)(C)C)cc2)n1C (centres undefined),3,-1,2,-2,-14,5,-1,1,-9,23,25
COc1ccc(CNC(=O)CN(C)Cc2ccccc2F)cc1OC,18,-12,-2,-4,7,-3,15,-1,-15,-6,10
Cc1cn([C@H]2C[C@H](O)[C@@H](CCC(=O)NCCN3CCCCC3)O2)c(=O)[nH]c1=O,6,-7,-2,-3,11,.,5,-2,-3,-23,9
Cc1cc(C)cc(OCC(=O)N(C)CC(=O)Nc2ccc(N3CCOCC3)cc2)c1,-3,14,1,0,3,4,-6,6,2,0,1
NC(=O)CCn1ccc2ccccc21,2,-10,8,-9,-14,-5,4,1,-6,13,-7
Cn1cc(CCC(=O)N2CCCC(CCC(=O)NCc3ccc(F)c(F)c3)C2)cn1 (centres undefined),-6,-46,-3,-6,-9,3,1,-6,-10,4,-19
COc1ccccc1/C=C/C(=O)OCC(=O)N1CCCCC1,-15,-45,-4,-10,-9,27,-25,2,-29,-14,-13
CCCOc1ccc2cc(C(=O)NCc3ccccc3)c(=O)oc2c1,-11,-38,-4,-5,-4,-5,-39,5,6,7,-7

# (list continues)
SMILES,NR5A2 inv ag,TROY signal inh,LMP1 NFkB inh,NOD2-RIPK2 inh,TRAIL sens C8,Vif imaging,SRC1 inh,TLR9-MyD88 block,NCOA2 inhibitor,NCOA3 inh,COUP-TFII inh
O=C(Cc1cccc(NC(=O)C2CCN(S(=O)(=O)c3cccc([N+](=O)[O-])c3)CC2)c1)Nc1cccc(C(=O)N2CCOCC2)c1,-3,4,3,8,-1,-1,-10,6,-34,9,3
COCCNCCOCCOc1ccc(Cl)c(C)c1,-5,11,2,-7,-16,24,-4,3,-2,14,-4
C[C@@H]1CN([C@@H](C)CO)C(=O)CCCn2nncc2CO[C@@H]1CN(C)C(=O)Nc1cccc2ccccc12,-14,37,-2,2,-3,2,-9,-4,-12,-19,8
Cc1nc(-c2ccccc2OC(F)(F)F)[nH]c(=O)c1Cl,-34,-15,4,-7,-2,47,17,-5,-9,30,-4
O=C(NCCC1=CCCCC1)C1CCC(CNc2nc(=S)[nH]c3ccccc23)CC1 (centres undefined),2,9,-2,6,-1,13,-6,-7,10,5,7
Cc1nn(Cc2ccc(C(=O)N3CCN(C(=O)c4ccco4)CC3)o2)c(C)c1[N+](=O)[O-],9,16,-6,-12,-1,.,-11,1,-1,-14,15
O=C(O)CCC(=O)OCC1CCCO1 (centres undefined),-4,-5,-17,-8,7,7,-2,-7,-20,8,0
CCn1cc(S(=O)(=O)N2CCc3ccccc3C2)cn1,2,-5,.,-5,6,.,3,-3,4,9,22
O=C(O)CSc1c2c(nc3cc(C(=O)N4CCCC4)ccc13)CCCC2,-3,10,2,8,-4,19,3,2,21,15,-2
COc1cc(CC(=O)OCC(=O)Nc2sccc2C(N)=O)cc(OC)c1OC,9,28,21,-12,22,-13,5,-12,22,8,43*
CN(Cc1ccc2c(c1)OCCO2)C(=O)CN1C(=O)NC2(CCCCC2)C1=O,15,23,-3,-5,-1,3,-8,-9,-12,-7,0
Cc1ccc(C(=O)N2CCCC(C(F)(F)F)C2)cc1S(=O)(=O)N1CCOCC1 (centres undefined),-6,-9,-3,-2,0,-6,0,-6,0,1,3
O=Cc1ccc(OCc2ccc3ccccc3c2)cc1,-2,-18,11,-12,7,2,-53,-7,-69,-92,-23
Cc1ccccc1-c1nc(CN(Cc2c(C)nn(C)c2C)C2CC2)c(C)o1,-5,4,8,-3,4,1,3,1,-11,16,-14
CCCN1CCC(NCc2cn(C)nc2-c2ccc(Oc3ccccc3)cc2)CC1,-14,16,-39,0,15,-1,-14,-1,2,12,-15
O=[N+]([O-])c1ccccc1S(=O)(=O)Nc1ccc(-c2ccc3nncn3n2)cc1,12,10,6,-6,9,5,-3,-2,-12,14,11
CC1CCN(C(=O)Cn2c(=O)c3cccn3c3ccccc32)CC1,8,5,2,9,-1,-9,13,-5,2,10,-2
Cc1ccc(C=Nc2ccc(N(C)C)cc2)o1,-15,5,-10,0,2,.,1,-21,-8,2,15
C=CC[C@H]1CC(C)=C[C@H](CC=C)N1,-29,-11,0,-14,2,1,-7,-12,-29,6,11
Cn1cnnc1SC(C(=O)c1ccccc1)c1ccccc1 (centres undefined),-27,-12,-5,-8,-3,-7,3,9,-9,-25,1
CC(=O)Nc1cccc(-c2ccnc3c2CC(C(=O)NCc2cccnc2)O3)c1 (centres undefined),2,-6,.,-7,14,-2,6,.,21,-28,19
